# NPY-Y1 PAM-ag – potentiates or activates human NPY-Y1 receptor. P25929. NPY-Y1 expressing cells, potentiator/agonist activation. activation, % at 3.6 µM. actives 0.37% (n = 220,000); in the data active means activation above about 33%, passing the limit was not always enough;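 further: cells stimulated with NPY at EC10 then isoproterenol at EC100; 0% = low agonist plus stimulus and 100% = saturating agonist plus stimulus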
# S1P4 ag – human S1P4 receptor agonism. actives 0.35% (n = 220,000). AID 1509. O95977. activation, % at 4.98 µM. S1P4-expressing cell line, agonist reporter assay; in the data active means activation above about 11%;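 further: 0% = DMSO vehicle and 100% = reference agonist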
# NPY-Y1 antag – NPY-Y1 (human) receptor antagonism | actives 1% (n = 200,000) | HEK293-CNG Y1 cells, membrane potential fluorescence; NPY at EC95, then isoproterenol | AID 1040 | P25929 | inhibition, % at 3.6 µM;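 active means inhibition above the campaign mean inhibition of all tested compounds plus 3 SD, cut at about 20% in these data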;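 further: 0% = DMSO wells given NPY plus isoproterenol and 100% = isoproterenol alone without NPY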
#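 Assay system: HEK293 cells with Y1 receptor plus CNG channel | Probe or stimulus: NPY (25 nM), isoproterenol (1 µM), Ro 20-1724 (25 µM) | Timing: Compound incubation 1 h at room temperature, readout 45 min post-stimulation | Measured by: Membrane-potential fluorescent dye readout | Benchmarks: High control isoproterenol alone, low control NPY with isoproterenol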
# CHOP inhibitor – CHOP inhibition in unfolded protein response; actives 3.8% (n = 220,000); AID 2732; CHO-K1 CHOP-promoter luciferase, tunicamycin-induced, 15-18 h; inhibition, % at 10 µM;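 active means compounds that reduced the stress-induced luciferase reporter signal by more than about 70% of percent inhibition, limit read from the data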;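 further: 0% = tunicamycin plus vehicle and 100% = wells without tunicamycin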
# NPY2 pot ag – potentiators or agonists of human neuropeptide Y receptor Y2; actives 0.45% (n = 220,000); activation, % at 3.6 µM; cells expressing NPY-Y2, potentiator/agonist read-out; in the data active means activation above about 27%;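 further: cells stimulated with NPY near EC25 plus isoproterenol at EC100; 0% = vehicle plus submaximal agonist and 100% = vehicle plus saturating agonist; some results beyond the cut were filed as inactive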
# Target sequence (P49146 whole entry, looked up): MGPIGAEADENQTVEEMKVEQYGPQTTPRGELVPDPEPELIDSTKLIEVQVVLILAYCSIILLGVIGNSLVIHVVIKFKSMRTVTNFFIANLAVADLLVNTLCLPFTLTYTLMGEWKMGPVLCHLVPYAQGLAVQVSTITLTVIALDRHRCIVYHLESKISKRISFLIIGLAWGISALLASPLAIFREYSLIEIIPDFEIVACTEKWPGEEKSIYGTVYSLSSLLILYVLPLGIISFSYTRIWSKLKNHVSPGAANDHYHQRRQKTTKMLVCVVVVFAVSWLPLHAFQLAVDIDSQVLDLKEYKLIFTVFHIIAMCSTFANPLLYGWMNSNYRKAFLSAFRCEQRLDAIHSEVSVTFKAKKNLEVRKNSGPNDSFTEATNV
# S1P4 antag – blocks the human S1P4 receptor; actives 0.26% (n = 220,000); AID 1510; S1P4-expressing cells, antagonist mode, reporter read-out; O95977; inhibition, % at 4.98 µM; in the data active means inhibition above about 29%;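 further: 0% = wells stimulated with agonist and 100% = vehicle wells without agonist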
# TRPN1 ag – zebrafish TRPN1 (NompC) channel agonism; HEK293 zebrafish TRPN1-YFP, Fluo-8 calcium fluorescence; 100% = response to 87 µM carbachol; activation, % at 3 µM; actives 0.18% (n = 220,000); AID 1424;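 active means activation above its plate's cutoff, the mean activation of test wells on that plate plus 3 SD, cut at about 19% in these data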;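 further: 0% = DMSO alone and 100% = 87 µM carbachol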
#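 System: zebrafish TRPN1-YFP in HEK293 cells / Dosing: 3 µM single point / Timing: dye loading 1 h at 37 °C, then 30 min room temperature / Signal: Fluo-8 calcium fluorescence, excitation 470-495 nm, emission 515-575 nm / Read-out basis: percent activation from peak over basal fluorescence ratio, control-normalized / Control set: high carbachol 87 µM, low DMSO alone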
# TRPML3 agonist – activates the human TRPML3 channel; AID 1448; activation, % at 3 µM; HEK293 TRPML3-YFP, Fluo-8 calcium fluorescence; 100% = the carbachol control signal; actives 0.29% (n = 220,000); Q8TDD5;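 active means activation above its plate's cutoff, the mean activation of the plate's test wells plus 3 SD, cut at about 12% in these data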;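 further: 0% = DMSO only wells and 100% = carbachol wells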
#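 Test system: TRPML3-YFP stable HEK293 cells. Doses: single point at 3 µM. Incubation: dye loading 1 h 37 °C then 30 min ambient, 125 s read. Signal: Fluo-8 calcium dye fluorescence, ex 470-495, em 515-575 nm. Measure: percent activation from peak-to-basal fluorescence ratio, scaled between DMSO and carbachol.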
# EP2 modulator – modulates human prostaglandin E2 receptor EP2 signaling; EP2-expressing cells, cAMP HTRF FRET, PGE2 co-stimulation; actives 0.83% (n = 260,000); induction, % at 25 µM;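 active means compounds whose cAMP rise, as percent of the full-agonist control response, exceeds 60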;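 further: rat C6 glioma line stably carrying human EP2 under a CMV promoter; the protocol text gives 20 µM as final concentration; 100% = response of wells given 1 µM PGE2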
# Target sequence (P43116 whole entry, looked up): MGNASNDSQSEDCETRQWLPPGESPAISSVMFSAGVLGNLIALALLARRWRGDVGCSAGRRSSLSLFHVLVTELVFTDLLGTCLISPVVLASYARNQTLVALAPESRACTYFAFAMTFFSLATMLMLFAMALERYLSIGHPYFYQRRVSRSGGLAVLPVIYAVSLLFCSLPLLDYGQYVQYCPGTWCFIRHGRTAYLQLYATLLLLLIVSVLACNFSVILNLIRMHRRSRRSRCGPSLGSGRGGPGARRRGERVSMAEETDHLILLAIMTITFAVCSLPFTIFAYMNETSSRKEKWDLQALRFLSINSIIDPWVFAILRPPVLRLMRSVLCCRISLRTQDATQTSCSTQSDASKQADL
# Numbers without * were called inactive; . = not tested or not shown.
SMILES,NPY-Y1 PAM-ag,S1P4 ag,NPY-Y1 antag,CHOP inhibitor,NPY2 pot ag,S1P4 antag,TRPN1 ag,TRPML3 agonist,EP2 modulator
CC1CC(NC2=NCCS2)CC(C)(C)C1 (configuration not stated),-14,3.0,.,13,-10,-6,2.6,1.0,-12
NNc1nc2ccc(F)cc2s1,15,-0.8,-2,6,8,-1,-0.6,-0.5,0
NNC(=O)C1=NOC(CNc2ncc(C(F)(F)F)cc2Cl)C1 (configuration not stated),-10,2.4,6,-3,-8,-6,-1.3,0.7,10
O=C(NNS(=O)(=O)c1ccccc1)c1cc2cc3ccccc3nc2s1,-11,1.9,6,-26,8,-14,-1.0,-0.1,-34
O=C(c1ccco1)N1CCN(C(=O)C2CC(c3ccc(F)cc3)=NO2)CC1 (configuration not stated),-23,-0.8,4,10,-10,5,-0.4,1.1,0
CCCCn1c(=O)cc(N2CCOCC2)[nH]c1=O,-3,-2.3,2,26,-16,0,-0.2,0.3,4
CCCc1ccc(-c2cc(N)n[nH]2)cc1,5,-0.6,-1,16,8,-2,-0.5,1.0,1
O=C(NC1CCCC1)c1cc2nc(-c3ccccc3)cc(-c3ccccc3)n2n1,-8,1.7,.,0,-5,-9,0.8,0.5,18
Cc1noc(NS(=O)(=O)c2ccc(N3Cc4ccccc4C3=O)cc2)c1C,-8,1.2,-1,-9,-8,6,-0.5,-0.1,-4
CC(C)CCC1(CCNC(C)c2cccs2)CCOC(C)(C)C1 (configuration not stated),21,-1.6,.,30,-32,14,0.4,-0.3,4
CCNc1nc(NC(C)C)nc(N(C#N)Cc2ccccc2)n1,-18,-0.8,-7,41,7,26,-1.0,-0.7,45
CCCc1nnc(SCC(=O)N2CCCC2)n1Cc1ccco1,12,0.5,-3,-4,7,-7,0.3,-0.3,-8
O=C(NCc1ccc(C(F)(F)F)cc1)C1CC(c2ccccc2[N+](=O)[O-])=NO1 (configuration not stated),-11,0.6,2,2,-5,-19,-0.9,-0.5,1
CC(NCc1cccc(OCc2ccccc2)c1)C(O)c1ccccc1 (configuration not stated),-42,-1.7,18,-9,-19,-4,0.4,1.0,-44
C/C(=N\NC(=O)CSc1ncccn1)c1ccc2c(c1)OCCO2,10,-0.8,-7,-16,-11,12,0.6,0.9,-10
COC(=O)c1ccc(/C=C2/SC(=S)N(CCCC(=O)Nc3ccccn3)C2=O)cc1,-18,0.5,1,77*,0,-16,0.8,0.8,5
O=C(NC1Cc2ccccc2C1)c1cc(COc2ccc(F)cc2Cl)on1,-3,2.0,1,27,-2,-17,0.6,0.6,-6
COc1ccc(OC)c(-n2c(N)c(C(=O)NCC3CCCO3)c3nc4ccccc4nc32)c1 (configuration not stated),10,2.0,-1,39,20,3,0.4,-0.1,-6
O=C(CSc1nnc(CSc2nc3ccccc3s2)o1)NC1CCCCC1,-18,0.8,2,21,-14,-10,0.8,0.2,29
Cc1sc(-n2c(C)cc(/C=C3\SC(=S)NC3=O)c2C)c(C#N)c1C,21,-2.5,-2,37,-7,0,-0.2,0.8,3

# Six of the entries above in order of their number in EP2 modulator, high to low:
canonical_smiles	EP2 modulator
CCNc1nc(NC(C)C)nc(N(C#N)Cc2ccccc2)n1	45
CCCc1ccc(-c2cc(N)n[nH]2)cc1	1
NNc1nc2ccc(F)cc2s1	0
CC1CC(NC2=NCCS2)CC(C)(C)C1 (configuration not stated)	-12
O=C(NNS(=O)(=O)c1ccccc1)c1cc2cc3ccccc3nc2s1	-34
CC(NCc1cccc(OCc2ccccc2)c1)C(O)c1ccccc1 (configuration not stated)	-44

# Going on with the list.
SMILES,NPY-Y1 PAM-ag,S1P4 ag,NPY-Y1 antag,CHOP inhibitor,NPY2 pot ag,S1P4 antag,TRPN1 ag,TRPML3 agonist,EP2 modulator
COc1cc(C2NC(=S)NC3=C2CCc2ccccc23)cc(OC)c1OC (configuration not stated),11,-0.3,4,-3,0,4,-0.6,-0.4,-2
O=S(=O)(NCc1ccccc1F)NCc1ccccc1F,-1,1.3,3,26,0,-4,-1.6,0.0,16
COc1ccc(C(=O)Oc2ccc3c(c2)OCO3)cc1OC,1,-1.2,2,9,-8,-5,-1.4,-0.7,4
CC(=O)NCCNC(=O)CNC(=O)c1ccc(Cl)cc1,0,2.2,2,32,9,-19,2.1,0.2,8
CCn1nc(NC(=O)c2ccncc2)c2cc3cc(C)ccc3nc21,3,1.9,-4,48,4,-16,-0.5,0.0,15
O=C(CCN1C(=O)c2ccccc2C1=O)Nc1sc2c(c1C(=O)NCC1CCCO1)CCC2 (configuration not stated),6,0.2,-7,12,-1,-20,-0.3,-0.2,6
CCC1c2ccc(C)n2CCN1C(=O)Nc1ccc(F)cc1 (configuration not stated),1,0.6,0,17,12,3,1.1,0.6,-1
Cc1c(NC(=S)N/N=C/C=C/c2ccc([N+](=O)[O-])cc2)c(=O)n(-c2ccccc2)n1C,1,1.8,3,53,-7,-9,1.8,0.4,-30
CCc1nnc(NC(=O)CSc2nnc(Cc3ccccc3)n2-c2ccccc2)s1,13,-0.8,9,18,-6,-9,-0.5,0.6,18
CCOc1ccccc1CN1CCN(C/C=C/c2ccc(OC)cc2)CC1CCO (configuration not stated),-35,-0.1,25*,0,-51,14,-0.2,-0.2,-4
COc1cc(C2=Nc3c(c(C)nn3-c3ccccc3)P(=O)(N3CCOCC3)O2)cc(OC)c1OC (configuration not stated),-2,0.7,9,16,-6,4,-0.4,-0.7,22
CCCCn1c(=O)c(F)cn(Cc2ccc(OC)c([N+](=O)[O-])c2)c1=O,-22,-2.5,5,15,-5,-15,0.7,0.5,-7
Cc1nnc(SCC(=O)NCc2ccco2)n1Cc1ccccc1,9,-1.1,-4,43,-7,-8,1.2,0.7,25
CC(C)OC(=O)C(CC(=O)O)N1CCOCC1 (configuration not stated),15,0.6,0,7,19,-6,0.8,0.2,19
COc1ccccc1N=Cc1c(O)c2ccccc2oc1=O,-10,2.5,-3,22,7,-11,6.6,0.8,14
O=c1c2c([nH]c3ccccc13)CCCC2,3,2.8,8,1,7,-25,0.7,0.0,-14
COc1ccc(C(C)=O)cc1CSc1nnc(-c2ccncc2)n1C,-3,1.2,-1,6,3,-4,0.1,1.5,3
CC(C)CNC(=O)CCCc1c[nH]c2ccccc12,18,-1.9,7,9,11,-3,-0.1,-0.6,0
O=C(Nc1ccc(Cl)cc1)c1csc(-c2ccncc2)n1,14,-0.9,-3,5,4,-3,2.1,0.0,-29
CC(C)CCNC(=O)NC(=O)COC(=O)CCN=C1NS(=O)(=O)c2ccccc21,9,0.4,-3,8,16,-8,-0.3,0.3,11
O=C(COc1ccc2ccccc2c1)NCC(=O)N/N=C/c1ccco1,-13,1.2,3,62,14,-1,-0.2,0.8,-40
Cn1cccc1Cc1nnc(SCC(=O)NC2CCCCC2)n1CCc1ccccc1,26,0.2,3,32,12,12,-0.5,-0.2,-12
Cc1ccc(C2=N/C(=C/N3CCOCC3)C(=O)O2)cc1,-26,-1.6,1,5,-6,1,-1.8,0.2,3
CCCCN1CN(Cc2ccccc2)CNC1=S,-7,-1.3,2,-10,20,-6,0.4,0.2,3
COc1ccc(CCN(Cc2cccs2)S(=O)(=O)c2ccc(-n3cnnn3)cc2)cc1OC,6,0.7,-4,11,-4,4,2.1,0.0,-33
CCCn1c(N)c(C(=O)CSc2nc3ccccc3s2)c(=O)[nH]c1=O,23,-0.3,-4,10,27,-9,6.7,3.3,-38
Nc1ccc(Cl)c[n+]1Cc1cccc2cccnc12,1,0.8,.,15,-31,2,0.8,0.6,12
O=C1O/C(=C\c2ccccc2)c2ccccc21,-14,-0.2,1,-6,-11,-20,-0.1,0.2,-46

# A second format for four compounds above:
compound	NPY-Y1 PAM-ag	S1P4 ag	NPY-Y1 antag	CHOP inhibitor	NPY2 pot ag	S1P4 antag	TRPN1 ag	TRPML3 agonist	EP2 modulator
O=C1O/C(=C\c2ccccc2)c2ccccc21	-14	-0.2	1	-6	-11	-20	-0.1	0.2	-46
CCCn1c(N)c(C(=O)CSc2nc3ccccc3s2)c(=O)[nH]c1=O	23	-0.3	-4	10	27	-9	6.7	3.3	-38
Cc1ccc(C2=N/C(=C/N3CCOCC3)C(=O)O2)cc1	-26	-1.6	1	5	-6	1	-1.8	0.2	3
O=C(COc1ccc2ccccc2c1)NCC(=O)N/N=C/c1ccco1	-13	1.2	3	62	14	-1	-0.2	0.8	-40

# Assay outcomes: PubChem BioAssay, several laboratories
